MITF primary: human MITF inhibition, primary screen. O75030. AlphaScreen MITF homodimerization, bead proximity signal. inhibition, % at 2.6 µM. 650,000 tested, 0.91% active. AID 1259374; in the data active = inhibition above about 50%;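 note: 0% = vehicle wells with protein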
Target sequence (O75030 whole entry, looked up): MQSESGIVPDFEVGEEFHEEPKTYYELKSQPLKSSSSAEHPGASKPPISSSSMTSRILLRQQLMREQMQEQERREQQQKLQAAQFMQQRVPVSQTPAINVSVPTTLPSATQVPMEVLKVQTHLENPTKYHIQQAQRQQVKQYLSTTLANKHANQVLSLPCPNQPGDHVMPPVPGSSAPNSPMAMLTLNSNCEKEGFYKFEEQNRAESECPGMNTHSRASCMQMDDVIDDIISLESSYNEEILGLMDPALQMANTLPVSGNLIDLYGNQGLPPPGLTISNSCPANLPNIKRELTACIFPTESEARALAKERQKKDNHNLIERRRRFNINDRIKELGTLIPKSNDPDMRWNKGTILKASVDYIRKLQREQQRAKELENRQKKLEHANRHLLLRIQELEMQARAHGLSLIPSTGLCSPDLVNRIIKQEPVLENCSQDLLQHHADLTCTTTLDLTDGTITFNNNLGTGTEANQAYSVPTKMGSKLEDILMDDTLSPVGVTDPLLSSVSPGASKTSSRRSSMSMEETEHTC
GPR151 ag: activators of human GPR151 | 650,000 tested, 1% active | activation, % at 11.2 µM | PathHunter beta-arrestin GPR151 cells, luminescence | Q8TDV0; in the data active = activation above about 4.9%;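 note: 0% = median of compound wells and 100% = cells with positive control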
Target sequence (Q8TDV0 whole entry, looked up): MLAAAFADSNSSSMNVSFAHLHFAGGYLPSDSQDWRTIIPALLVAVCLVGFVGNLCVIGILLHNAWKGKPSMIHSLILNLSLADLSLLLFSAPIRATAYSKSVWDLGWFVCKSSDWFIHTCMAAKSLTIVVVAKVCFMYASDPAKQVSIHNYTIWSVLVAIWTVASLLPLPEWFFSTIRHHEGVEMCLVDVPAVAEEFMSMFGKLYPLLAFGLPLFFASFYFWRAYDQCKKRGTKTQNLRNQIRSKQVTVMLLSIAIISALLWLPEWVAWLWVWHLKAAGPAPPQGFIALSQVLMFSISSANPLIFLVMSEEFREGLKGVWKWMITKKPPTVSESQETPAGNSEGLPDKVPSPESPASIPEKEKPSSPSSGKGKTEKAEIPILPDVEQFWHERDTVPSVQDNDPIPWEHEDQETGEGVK
TEAD-YAP block: TEAD-YAP interaction inhibition. HEK-TIYL cells, TEAD-Gal4/YAP UAS-luciferase luminescence. AID 1259422. inhibition, % at 9.12 µM. 640,000 tested, 1.4% active; in the data active = inhibition above about 32%;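 note: 0% = median of test compound wells and 100% = reference inhibitor wells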
FBW7 act: activators of human E3 ligase FBW7 | Q969H0 | AlphaScreen FBW7–phospho-cyclin E peptide binding, activator screen | normalized activity (activation), % at 26.1 µM | 650,000 tested, 0.13% active; in the data active = normalized activity above about 1.9%;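 note: purified mutant Fbw7 with reduced substrate affinity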
Starred values were filed as active, the others as inactive; & = joins results of further samples.

SMILES | MITF primary | GPR151 ag | TEAD-YAP block | FBW7 act
COc1ccccc1C1SCCN1C(=O)Nc1cccc(Cl)c1 (stereo not drawn) | 20 | -0.2 | -8 | 0.3
COc1ccccc1C(=O)N/C(=C\c1ccccc1)C(=O)NCCc1c(C)[nH]c2ccccc12 | -10 | 0.6 | 2 | -0.1
Cc1nc2n(C)c3ccccc3n2c1C(=O)NN | 95* | -0.4 | 54* | 1.6
CN(C)c1nc2nonc2nc1N(C)Cc1cc(-c2ccccc2)no1 | 2 | -0.3 | -2 | -0.2
CCCSc1nc(C)c(CC(=O)OCC)c(=O)[nH]1 | -1 | 0.2 | -3 | -0.1
Cc1cc(Br)ccc1NC(=O)c1cnc(N2CCN(c3ncccn3)CC2)c2ccccc12 | 5 | -1.5 | -7 | -0.1
COc1ccc(C[C@@H]2NC(=O)[C@H]3CN(Cc4cnn(-c5ccccc5OC)c4)CCN3C2=O)cc1 | 11 | -1.0 | -1 | 1.0
O=C1NC(=O)c2cc([N+](=O)[O-])c(Sc3c(Cl)cccc3Cl)cc21 | -4 | -0.1 | 2 | -0.1
CC(=O)Nc1ccc(Nc2nc3ccccc3n3cnnc23)cc1 | -10 | 0.4 | 4 | 0.0
CC(C)(C)c1ccc(C(=O)N/N=C/c2cccnc2)cc1 | -11 | 0.4 | -18 | -0.4
CCc1ccc2oc(-c3ccc(N)cc3)nc2c1 | 12 | -5.5 | 80* | -0.1
Cc1cc(-c2cnc(N3CCCC3)nc2C2CCCN(C(=O)C3CCCC3)C2)on1 (stereo not drawn) | -11 | -0.1 | -10 | 0.1
COC(=O)c1c(NC(=O)CCCC(=O)O)sc2c1CCCCC2 | -3 | 0.0 | 14 | 0.6
CC(=O)Nc1cc2c(cc1NC(=O)c1cc3c(C)nn(-c4ccccc4)c3s1)OCCO2 | 9 | -0.2 | -3 | -0.1
COc1ccccc1N1CCN(Cc2sccc2C)CC1 | 45 | 0.2 | 9 | 0.2
Cc1cccc(NC(=S)NCc2ccccn2)c1 | -17 | -1.3 | -18 | 0.6
COC(=O)N/N=C/c1cc(C)n(-c2ccc(I)cc2)c1C | 5 | 0.5 | -14 | -0.2
COc1cccc(NC(=O)c2ccc(CNc3c(N4CCCC4)c(=O)c3=O)cc2)c1 | -1 | 0.3 | -11 | -0.2
CCc1nccn1S(=O)(=O)c1ccc(I)cc1 | 4 | -1.0 | -3 | 0.0
COc1ccc(CCNC(=O)c2cc(S(=O)(=O)N3CCOCC3)ccc2Sc2ccc(Br)cc2)cc1OC | 11 | 0.4 | 14 | -0.2

Structures from the list above that contain a Cl atom (two):
SMILES | MITF primary | GPR151 ag | TEAD-YAP block | FBW7 act
COc1ccccc1C1SCCN1C(=O)Nc1cccc(Cl)c1 (stereo not drawn) | 20 | -0.2 | -8 | 0.3
O=C1NC(=O)c2cc([N+](=O)[O-])c(Sc3c(Cl)cccc3Cl)cc21 | -4 | -0.1 | 2 | -0.1

The list continues.
SMILES | MITF primary | GPR151 ag | TEAD-YAP block | FBW7 act
O=C(NCc1cccnc1)c1ncoc1-c1cccs1 | -20 | -0.1 | -6 | -0.1
CS(=O)(=O)N1CCc2cc(C(=O)N3CCCC3c3nc4ccccc4[nH]3)ccc21 (stereo not drawn) | -3 | 0.1 | 0 | -0.1
COc1cc2c(cc1OC)C1(CCC(O)CC1)CN(C)C2 (stereo not drawn) | -3 | 2.1 | 9 | -0.1
Cc1ccc2ncc(C(=O)NCC(C)C)c(=O)n2c1 | 3 | -1.3 | 5 | 0.0
COC(=O)C1=C(C)NC(=S)NC1c1c(OC)ccc2ccccc12 (stereo not drawn) | 21 | 0.5 | -2 | 0.1
CC1(C(=O)O)CCC(C(=O)Nc2ccc(Nc3ccccc3)cc2)C1(C)C (stereo not drawn) | 12 | 0.7 | -1 | -0.1
CCOc1ccc(-n2c(SCC(=O)Nc3cccc(C)c3)nc3c(c2=O)SCC3)cc1 | -2 | -1.7 | 7 | 0.4
O=C(Nc1ccc([N+](=O)[O-])cc1)C1CC1 | 5 | 7.5* | 8 | 0.1
CCCNC(=O)CCNS(=O)(=O)c1ccc(Cl)cc1 | 7 | -0.8 | 2 | 0.1
CCOC(=O)c1cc2c(c(CSc3nc4ccccc4c(=O)n3CCc3ccccc3)c1)OCOC2 | 69* | 1.2 | -5 | 0.2
CC(=O)n1nc(C)c(S(=O)(=O)N2CCc3ccccc3C2)c1C | 8 | -0.9 | -2 | 0.0
CC(=O)Nc1ccc(N2COc3ccc(NC(C)=O)cc3C2)cc1 | 0 | 0.5 | -4 | -0.1
COc1cc(CN2CCN(c3ccccn3)CC2)ccc1O | 54* | -2.0 | 1 | 0.1
O=C(/C=C/c1cccc([N+](=O)[O-])c1)NCCC1=CCCCC1 | 15 | 1.3 | -17 | -0.1
Cc1c(C(=O)N2CCCCC2)sc(NC(=O)C(C(F)(F)F)C(F)(F)F)c1C#N | -6 | -0.4 | 2 | 0.1
CCOCCCNC(=O)c1cc(Sc2ccc(F)cc2)nc2ccccc12 | -2 | 0.4 | -11 | -0.1
NC1=NC2(CCN(Cc3ccccc3)CC2)n2c(nc3ccccc32)N1 | 5 | -0.6 | -8 | -0.1
Cc1ccc(S(=O)(=O)Nc2ccc(C(=O)Nc3cccc([N+](=O)[O-])c3)cc2)cc1 | -2 | 1.2 | -6 | 0.1
CCC(Sc1nc(C)cc(=O)[nH]1)C(=O)O (stereo not drawn) | 7 | 0.8 | -11 | -0.1
COc1ccc(CNC(=O)C/C(C)=N/NC(=O)c2ccc(NC(C)=O)cc2)cc1 | -4 | 0.1 | -20 | -0.2
Cc1ccc(N2C(=O)C(=O)N(Cc3ccccc3)C2=O)cc1 | 2 | -2.0 | -4 | -0.1
CCOC(=O)N1CCN(C(=O)c2c(C)nn(-c3ccc(C)cc3)c2-n2cccc2)CC1 | 13 | 0.2 | -5 | 0.8
CC1CCN(C(=O)CCc2nnc3n(Cc4ccccc4)c(=O)c4ccccc4n23)CC1 | -3 | 0.9 | -1 | 0.1
CCCOc1cccc(C(=O)Nc2ccc(Cl)c(NC(=O)c3ccccc3)c2)c1 | 5 | -1.2 | -18 | 0.2
Cc1sc2nc(-c3ccc(Br)o3)[nH]c(=O)c2c1C | -13 | 0.9 | -5 | -0.1
COC(=O)c1ccc(COc2ccccc2C(=O)c2cc(C#N)c(=O)n(C(C)C)c2)cc1 | 5 | -1.8 | -12 | 0.0
COc1c2ccoc2cc2oc(C)cc(=O)c12 | 4&-1 | 3.9&0.0 | 3&-1 | -0.1&-0.1
C=CCNc1ncnc2c1cnn2-c1ccccc1 | -10 | 0.0 | -16 | -0.1
O=c1[nH]c2ccc(N=Cc3ccc4c(c3)OCO4)cc2[nH]1 | 8 | 0.8 | 5 | -0.1
CC(C)(C)c1nnc(NC(=O)COc2ccccc2)s1 | 2 | 0.1 | -57 | 0.0
COc1ccc(CN2CCN(Cc3ccc(F)cc3)C(CCO)C2)c(OC)c1OC (stereo not drawn) | 0 | -0.7 | 9 | 0.0
O=C(Nc1ccc(Cl)cc1Cl)/C(=C/c1ccc2c(c1)OCO2)NC(=O)c1ccccc1Br | -1 | -1.0 | 5 | -0.2
CCN(CC)CCN(Cc1cc2cc(OC)ccc2[nH]c1=O)C(=S)NCCOC | 5 | 0.2 | -3 | 0.2
Cc1nc(-n2nnc(C(=O)N3CCCC3)c2C)sc1C | -1 | 0.2 | -37 | -0.2
CC1=NN(c2ccccc2)C(=O)/C1=C\c1cc(C)n(-c2ccc(N(C)C)cc2)c1C | -3 | 0.6 | -9 | 0.1
CN(CCc1ccccn1)C(=O)CCc1nnc(CCCc2ccccc2)o1 | 6 | -0.3 | -40 | 0.0
COc1cccc(-n2c(C)cc(/C=C3/C(=N)N4OC(C)=CC4=NC3=O)c2C)c1 | 2 | -1.0 | 57* | 0.0
CC(=O)c1ccc(N2CCN(Cn3c(NCCO)nc4ccccc43)CC2)cc1 | 12 | -0.4 | 6 | 0.4
O=C(O)c1cc(N2C(=O)C3CCCCC3C2=O)ccc1Cl (stereo not drawn) | 11 | 1.5 | 7 | 0.0
CCC(=O)NC(Cc1ccc(OC)c([N+](=O)[O-])c1)C(=O)O (stereo not drawn) | 8 | -0.6 | 7 | 0.6
CCOc1ccc(C=C2C(=O)N(C)C(=S)N(C)C2=O)cc1 | 17 | 2.0 | -1 | -0.1
Nn1c(Cc2ccccc2F)nnc1SCC(=O)N1CC(=O)Nc2ccccc21 | 14 | -1.1 | 10 | 0.0
C/C(=C\C(=O)c1ccc(Br)cc1)Nc1ccccc1O | 5 | -0.4 | -9 | 0.0
CCOC(=O)c1ccc(NC(=S)NCc2ccccn2)cc1 | -18 | 0.2 | -2 | -0.2
CCCNC(=O)c1cc(C)nc2c1c(C)nn2-c1ccccc1 | 2 | -0.6 | -11 | -0.2
COc1cc(Nc2nc(NCc3cccnc3)c3ncn(C4CCCCC4)c3n2)cc(OC)c1OC | 1 | 0.9 | -6 | 0.0
NC1=NC(c2ccc3ncccc3c2)n2c(nc3ccccc32)N1 (stereo not drawn) | -3 | 0.1 | 4 | -0.2
O=C(N=C1c2ccccc2CN1c1ccc(F)c(F)c1)c1cccnc1 | -1 | -2.0 | -35 | 0.1
O=C(NCc1ccccc1)c1ccccc1NS(=O)(=O)c1cccc([N+](=O)[O-])c1 | 2 | 4.9* | -2 | 0.1
CCc1ccccc1NC(=O)c1ccc(NCCc2ccccc2)c([N+](=O)[O-])c1 | 3 | 0.5 | 7 | 0.3
CCCc1[nH]nc2c1C(c1ccc3c(c1)OCO3)C(C#N)=C(N)O2 (stereo not drawn) | -10 | -0.4 | 5 | -0.1
COc1ccc(NC(=O)CC(C)S(=O)(=O)c2ccc3c(c2)SC(C)C(=O)N3)cc1 (stereo not drawn) | 7 | -2.9 | 6 | 0.6
O=C(CC(=O)N/N=C/c1c(Cl)cccc1Cl)NCc1cccnc1 | 8 | 0.1 | 9 | 0.0
CCN1CCN(c2nc3ccccc3n3nnnc23)CC1 | 1 | -1.0 | -23 | 0.4
CCC(C)NC(=O)c1sc2ncn(CC(=O)Nc3ccc(C)c(Cl)c3)c(=O)c2c1C (stereo not drawn) | 1 | -0.6 | 6 | 0.2
Nc1c(Cl)ncnc1NCCCn1ccnc1 | 3 | 0.3 | 1 | -0.3
CCN(c1ccc(C)cc1)S(=O)(=O)c1nnc(NC(=O)CC(C)C)s1 | 0 | 2.0 | -4 | 0.0
COCCOC(=O)C1=C(C)N(Cc2ccccc2)C(=O)NC1c1ccc(O)cc1O (stereo not drawn) | -3 | -2.0 | -1 | -0.1
CCOC(=O)C1=C(O)CSC1=Nc1ccccc1 | -22 | -1.8 | -12 | -0.5
Cc1ccc(-c2noc(-c3cc(-c4ccncc4)nc4ccccc34)n2)cc1 | 6 | 4.2 | 3 | -0.1
Next structures follow.
SMILES | MITF primary | GPR151 ag | TEAD-YAP block | FBW7 act
CCOC(=O)c1ccc(NC(=O)/C(=C\c2ccc3c(c2)OCO3)NC(=O)c2ccccc2)cc1 | 4 | -1.1 | 1 | 0.3
Cc1nc2nc(=S)[nH]n2c(C)c1Cc1ccc(Cl)cc1 | 12 | -1.0 | -1 | 0.2
COc1cc(NC(=O)c2nn3c(c2Cl)NC(c2ccccc2)CC3C(F)(F)F)cc([N+](=O)[O-])c1 (stereo not drawn) | -9 | 0.6 | -10 | 0.0
Cc1c(N(C)C(=O)c2ccccc2N)c(=O)n(-c2ccccc2)n1C | 0 | -1.3 | 12 | 0.9
COc1cccc(C(=O)Nc2ccc(N3CCN(C(=O)C(C)C)CC3)cc2)c1 | -7 | 0.6 | 46* | 0.1
Cc1c(C(=O)Nc2cccc(Cl)c2)sc2ncn(CC(=O)N3CCOCC3)c(=O)c12 | -1 | -0.6 | -2 | 0.0
COC(=O)c1cc(-c2ccc(/C=C(\C#N)c3[nH]nc(N)c3C#N)o2)ccc1Cl | -8 | 1.1 | -20 | 0.2
CC(=O)c1ccc(NS(=O)(=O)c2ccc3c(c2)OCC(=O)N3)cc1 | -1 | 0.5 | -6 | -0.3
CCc1cccc(NC(=O)CN(C)S(=O)(=O)c2ccc3nc(-c4ccccc4)[nH]c3c2)c1 | 20 | -0.4 | 20 | 0.4
O=C(NCCc1ccccc1)C(=O)NCc1ccco1 | 0 | -1.4 | -8 | 0.2
CC1C2CC3(C)CC1(C)CC(C1(C)CC(=O)O1)(C2)C3 (stereo not drawn) | 4 | -0.6 | -1 | -0.1
CC(=O)Nc1cnn(-c2ccc(C(=O)N3CCCC(OCc4cccnc4)C3)cc2)c1 (stereo not drawn) | 9 | -0.7 | -5 | 0.2
Cc1nc(NCc2cnn(C)c2C)sc1-c1ccn(C2CCCC2)n1 | 7 | -0.9 | -1 | 0.0
CCOC(=O)CSc1nnc(NC(=O)CCCl)s1 | -6 | -0.4 | 5 | -0.1
COc1cc(Br)c(CC#N)cc1OC | 2 | -0.4 | -8 | 0.1

By substructure: the compounds so far with fluorine.
SMILES | MITF primary | GPR151 ag | TEAD-YAP block | FBW7 act
Cc1c(C(=O)N2CCCCC2)sc(NC(=O)C(C(F)(F)F)C(F)(F)F)c1C#N | -6 | -0.4 | 2 | 0.1
CCOCCCNC(=O)c1cc(Sc2ccc(F)cc2)nc2ccccc12 | -2 | 0.4 | -11 | -0.1
COc1ccc(CN2CCN(Cc3ccc(F)cc3)C(CCO)C2)c(OC)c1OC (stereo not drawn) | 0 | -0.7 | 9 | 0.0
Nn1c(Cc2ccccc2F)nnc1SCC(=O)N1CC(=O)Nc2ccccc21 | 14 | -1.1 | 10 | 0.0
O=C(N=C1c2ccccc2CN1c1ccc(F)c(F)c1)c1cccnc1 | -1 | -2.0 | -35 | 0.1
COc1cc(NC(=O)c2nn3c(c2Cl)NC(c2ccccc2)CC3C(F)(F)F)cc([N+](=O)[O-])c1 (stereo not drawn) | -9 | 0.6 | -10 | 0.0

Screening results: PubChem, The Scripps Research Institute Molecular Screening Center
